Screening results from PubChem.
L3MBTL1 block = blocks human L3MBTL1; Q9Y468; AlphaScreen L3MBTL1–H3K9me1 peptide binding; Potency, µM (series often up to 57.1 µM), inactives show at the highest dose activity, negative = inhibition, usual class: inhibitors; 0.66% of 230,000 active; active = well fitted inhibition curve with a large enough effect; also: nearly all actives have a fitted effect of over 60% in size
Target sequence (Q9Y468 whole entry, looked up): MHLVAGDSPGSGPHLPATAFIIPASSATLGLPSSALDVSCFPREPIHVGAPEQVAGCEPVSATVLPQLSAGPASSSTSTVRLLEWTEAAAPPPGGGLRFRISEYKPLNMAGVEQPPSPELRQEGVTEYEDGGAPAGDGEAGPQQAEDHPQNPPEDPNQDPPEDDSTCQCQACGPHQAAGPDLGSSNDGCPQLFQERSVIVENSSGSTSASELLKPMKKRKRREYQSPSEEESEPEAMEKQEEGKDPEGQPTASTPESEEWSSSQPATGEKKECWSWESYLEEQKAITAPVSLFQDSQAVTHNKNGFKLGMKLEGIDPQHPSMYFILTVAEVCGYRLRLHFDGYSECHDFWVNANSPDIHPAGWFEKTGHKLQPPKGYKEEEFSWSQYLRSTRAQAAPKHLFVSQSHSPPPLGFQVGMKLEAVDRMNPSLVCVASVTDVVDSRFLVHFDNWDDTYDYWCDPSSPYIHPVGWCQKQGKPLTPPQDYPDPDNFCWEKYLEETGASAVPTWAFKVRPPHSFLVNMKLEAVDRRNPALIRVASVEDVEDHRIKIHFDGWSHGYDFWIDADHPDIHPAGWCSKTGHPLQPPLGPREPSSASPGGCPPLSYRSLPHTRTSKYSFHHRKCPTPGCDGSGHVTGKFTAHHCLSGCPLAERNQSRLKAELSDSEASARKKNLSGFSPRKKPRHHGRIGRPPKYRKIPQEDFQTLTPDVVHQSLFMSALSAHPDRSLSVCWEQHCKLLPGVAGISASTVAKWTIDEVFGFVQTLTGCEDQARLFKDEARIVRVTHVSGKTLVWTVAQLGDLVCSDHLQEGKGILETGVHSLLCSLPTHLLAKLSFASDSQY
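AlphaScreen assay: L3MBTL1 (50 nM final) was preincubated 30 min at room temperature with biotinylated H3(1-15)K9me1 peptide (75 nM final), then 30 min with library compounds; streptavidin donor and nickel chelate acceptor beads (10 ug/mL final) added, 30 min dark.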
The depositor's hits bear a star; [ ] = remark or other dose. % is scaled to controls: 0 for no effect and ±100 for the full control effect; potency is read from the fitted curve at half-maximal effect. The list is partial (hit frequency here may not be typical).

SMILES	L3MBTL1 block
C#CCOCCOCCOCCNc1nc(N2CCN(C(=O)[C@H](CCCCN)n3cc(CN)nn3)CC2)nc(N2CCN(C(=O)[C@H](CCC(=O)O)n3cc([C@@H](N)CCSC)nn3)CC2)n1	0.0%
c1ccc(-c2cnnc3ccccc23)cc1	4.4%
Clc1ccc(CNCCCSc2ncccn2)cc1Cl	7.0%
COc1ccc(C)cc1NC(=O)c1ccc2c(c1)C(=O)N(Cc1ccncc1)C2=O	-6.2%
COc1c2ccc(OCC/C(C)=C/C(=O)C=C(C)C)cc2nc2occc12	-3.6%
CN(c1ccccc1)S(=O)(=O)c1cccc(NC(=O)CCNC(=O)c2ccc(Cl)cc2)c1	-4.6%
CCCn1c(C(C)Nc2nc(-c3ccc(C)cc3)cs2)nc2cc(Cl)c(N3CCCCC3)cc21 (stereo not drawn)	-6.1%
O=C(O)CN1C(=O)/C(=C2\SC(=S)N(C(Cc3ccccc3)C(=O)O)C2=O)c2ccccc21 (stereo not drawn)	-5.6%
COc1ccc(NS(=O)(=O)c2cccc(C(=O)N(C)Cc3ccc(SC)cc3)c2)cc1	-4.5%
COc1ccccc1/C=C/C(=O)OCC(=O)Nc1nnc(-c2ccccc2)o1	6.0%

Continued; it opens with the two that closed the last part.
SMILES	L3MBTL1 block
COc1ccc(NS(=O)(=O)c2cccc(C(=O)N(C)Cc3ccc(SC)cc3)c2)cc1	-4.5%
COc1ccccc1/C=C/C(=O)OCC(=O)Nc1nnc(-c2ccccc2)o1	6.0%
COc1ccc2oc(=N)c(C(=O)Nc3cccc(C)c3C)cc2c1	1.1%
Cc1cc(NCc2ccc(F)cc2)nc2cc(Cl)ccc12	16.4%
Cc1cccc(C)c1NC(=O)CNC(=O)CNC(=O)Cc1cccc2ccccc12	4.2%
CNc1nnc(SCC(=O)N2c3ccccc3NC(=O)CC2C)s1 (stereo not drawn)	-0.5%
CC12CC3(C)CC(C)(C1)CC(C(=O)NCc1cccnc1)(C2)C3	11.3%
C[C@H]1CN([C@@H](C)CO)C(=O)c2cccc(NC(=O)Nc3ccc(F)cc3)c2O[C@@H]1CN(C)Cc1ccc(C(=O)O)cc1	0.8%
Cc1ccc2c(cnn2C(=O)CCC(=O)N2CCCCC2)c1	-2.9%
Cc1cccc(NC(=O)c2cccc(C(=O)Nc3cccc(C)n3)c2)n1	0.8%
O=C(O)c1cccc(S(=O)(=O)NCC2COc3ccccc3O2)c1 (stereo not drawn)	-9.4%
Cc1cc(Cl)ccc1NC(=O)CN1CCCC1	-1.0%
Cc1n[nH]c(C)c1S(=O)(=O)N1CCN(S(=O)(=O)c2cccc(F)c2)CC1	3.9%
COc1ccc(S(=O)(=O)N2CCCC2=O)cc1N(C)S(C)(=O)=O	9.0%
CC(C)CCCN1C(N(C)C)=NC[C@@H]1Cc1ccccc1	1.7%
CC(=O)Nc1ccc(S(=O)(=O)N2CCNC(=O)C2)cc1	9.8%
COCCC(=O)N1CCC(Oc2ccc(C(=O)NCCSC)cc2)CC1	17.3%
CCc1cccc2c(C(=O)CN3C(=O)C(=O)N(C4CCCC4)C3=O)c[nH]c12	1.3%
O=c1c2ccccc2oc2ccc(-c3ccc4cc[nH]c4c3)cc12	4.2%
O=C1CN(S(=O)(=O)c2cc(C(F)(F)F)ccc2Cl)CCN1	-5.7%
COc1ccc(C2c3[nH]c4ccccc4c3C[C@H]3C(=O)N(c4ccccc4C(=O)N4CCC[C@@H]4C(=O)O)C(=O)N23)cc1 (stereo partly drawn)	-0.8%
CC1CCN(C(=O)c2[nH]cnc2C(=O)Nc2ccc(Cl)cc2)CC1	-7.5%
Cc1ccc(C(=O)NC(C)CCc2ccccc2)cc1S(=O)(=O)N1CCOCC1 (stereo not drawn)	4.4%
CC1CN(c2ccc([N+](=O)[O-])c(NCCOc3ccccc3)c2)CC(C)N1 (stereo not drawn)	-0.5%
O=C(NCCS(=O)(=O)N1CCCC1)c1ccccc1	-8.5%
O=[N+]([O-])c1ccccc1S(=O)(=O)NCCSCc1ccco1	-18.0%
CN(CC(=O)Nc1cccc(F)c1)C(=O)c1cc(S(=O)(=O)N2CCCCC2)ccc1N1CCOCC1	-2.1%
CN(CC(=O)NCC(=O)Nc1ccc(F)cc1)C1CCS(=O)(=O)C1 (stereo not drawn)	2.1%
O=C(Cc1ccccc1)Nc1cc2c(cc1Cl)OCCCO2	1.8%
CC1CN(C(=O)CCC(=O)NCCCN2C(C)CCCC2C)c2ccccc2O1 (stereo not drawn)	-9.9%
COc1ccc(CNC(=O)CCNS(=O)(=O)c2ccc(NC(C)=O)cc2)cc1OC	0.2%
CN(C)S(=O)(=O)c1cccc(C(=O)N2CCN(C(=O)C3CCCO3)CC2)c1 (stereo not drawn)	-1.0%
CC(C)c1ccccc1OS(N)(=O)=O	11.4%
O=C(O)c1ccc2c(c1)C(=O)N(CCCCCCCN1C(=O)c3ccc(C(=O)O)cc3C1=O)C2=O	4.4%[2.29 µM]
CCN(C[C@H]1N[C@@](Cc2ccccc2)(C(=O)OC)[C@H]2C(=O)N(C)C(=O)[C@@H]12)C(=O)COc1ccccc1	-7.9%
COCCNCC(=O)N1c2ccccc2Sc2ccccc21	-1.4%
Cc1ccc(CNC(=O)CSc2nnc3n2CCCCC3)cc1	-1.0%
C=C1CCC2[C@](C)(CO)[C@H](O)CC[C@@]2(C)[C@@H]1C/C=C1\C(=O)OC[C@H]1O (stereo partly drawn)	1.2%
Cc1ccc(S(=O)(=O)N2CCC(C(=O)OCC(=O)N(C)C3CCS(=O)(=O)C3)CC2)cc1C (stereo not drawn)	2.5%
CCc1c(C)nc(N2CCN(c3ccccc3F)CC2)[nH]c1=O	-1.1%
COc1ccc(OC)c(N/C(C)=C/C(=O)c2ccncc2)c1	-0.4%
COc1cc2c(cc1OC)CN(C(=O)CSc1ccccc1C)CC2	1.4%
O=C1CC(C(=O)N2CCN(c3ccccc3Cl)CC2)CN1Cc1ccccc1 (stereo not drawn)	-1.4%
CCCCCCSc1cccc(-c2nc3ccc(C)cn3c2NCc2ccccc2)c1	-1.9%
COc1ccc2[nH]cc(CCNC(=O)C3CCCCC3)c2c1	-2.2%
CCOc1ccccc1C(=O)NCC(=O)NCC(c1ccco1)N1CCCCC1 (stereo not drawn)	5.6%
C[C@H]1CN([C@@H](C)CO)C(=O)c2cccc(NC(=O)C3CC3)c2O[C@H]1CN(C)S(=O)(=O)c1ccccc1	0.8%
O=c1[nH]c(O)c(/C=C2\C=Nc3ccc(Br)cc32)[nH]1	-0.1%
COc1ccc2c(c1)c1nnc(SCC(=O)Nc3ccccc3F)nc1n2C	-5.9%
COC(=O)c1cccc(NC(=O)c2ccc3c(c2)C(=O)N(C(C)(C)C)C3=O)c1	-4.2%
Cc1ccc(OCC(=O)Oc2ccc(C(C)C)cc2)cc1	28.3%
CC(C)CCN(C(=O)c1ccccn1)c1c(N)n(Cc2ccccc2)c(=O)[nH]c1=O	-6.9%

Continued:
SMILES	L3MBTL1 block
CC(C)CC1NC(=O)N(CC(=O)Nc2ccc(OC(F)F)cc2)C1=O (stereo not drawn)	7.5%
CC(=O)Nc1ccc(S(=O)(=O)Nc2cc(S(=O)(=O)N3CCCCC3)ccc2O)cc1	9.8%
O=C(CCS(=O)(=O)c1ccc(Cl)cc1)Nc1nnc(-c2cccs2)o1	9.6%
Cc1ccc(S(=O)(=O)N(C)CC(=O)NNC(=O)Cc2cccc(F)c2)cc1	0.2%
Cc1ccc2c(c1)C1C[N+](C)(CC(=O)c3ccccc3)CCC1N2C(=O)c1ccccc1Cl (stereo not drawn)	4.3%
CC(NC(=O)c1c(O)c2ccccc2[nH]c1=O)c1ccccc1 (stereo not drawn)	0.6%
Cc1ccc(SCC(=O)NC(C)c2ccccc2)cc1 (stereo not drawn)	78.8%[activator]
COc1ccc(CNc2nc(NCc3ccc(OC)cc3)c3ncn(C4CCCC4)c3n2)cc1	-9.8%
O=C(OCCOc1cccc(Cl)c1)c1ccc(F)c(S(=O)(=O)N2CCOCC2)c1	20.8%
CCOc1ccc2ccccc2c1/C=N/NC(=O)c1ccncc1	0.2%

Looked up by compound from above:
SMILES	L3MBTL1 block
O=C(CCS(=O)(=O)c1ccc(Cl)cc1)Nc1nnc(-c2cccs2)o1	9.6%
CC(NC(=O)c1c(O)c2ccccc2[nH]c1=O)c1ccccc1 (stereo not drawn)	0.6%
Cc1ccc(SCC(=O)NC(C)c2ccccc2)cc1 (stereo not drawn)	78.8%[activator]
CC(=O)Nc1ccc(S(=O)(=O)Nc2cc(S(=O)(=O)N3CCCCC3)ccc2O)cc1	9.8%
Cc1ccc2c(c1)C1C[N+](C)(CC(=O)c3ccccc3)CCC1N2C(=O)c1ccccc1Cl (stereo not drawn)	4.3%
O=C(OCCOc1cccc(Cl)c1)c1ccc(F)c(S(=O)(=O)N2CCOCC2)c1	20.8%
CCOc1ccc2ccccc2c1/C=N/NC(=O)c1ccncc1	0.2%

More compounds follow.
SMILES	L3MBTL1 block
Cc1ccc(C)c(SCC(=O)OCC(=O)NCCNC(=O)COC(=O)CSc2cc(C)ccc2C)c1	-4.2%
Cc1cc2c(SCC(=O)N3CCN(c4ccccc4)CC3)ncnc2s1	-1.1%
O=C(Nc1cccc(S(=O)(=O)N2CCOCC2)c1)C1CC(=O)N(c2ccc3c(c2)OCCO3)C1 (stereo not drawn)	3.1%
COc1ccc(-c2csc(N(CCCN(C)C)C(=O)c3ccc(C)cc3)n2)cc1	-11.0%
COc1ccc2c(c1)[C@H]1[C@H](CO2)[C@H](c2ccccc2)[C@]2(C)C(=O)Nc3cc(Cl)ccc3C(=O)N12	-24.8%
COc1cc(OC)cc(C(=O)NCCSCc2ccc(Cl)cc2)c1	3.4%
CC(OC(=O)c1ccc2ccccc2c1)C(=O)N(C)Cc1ccccc1 (stereo not drawn)	7.3%
CC1=C(C(=O)OCc2ccccc2)C(c2ccccc2Br)NC(=O)N1 (stereo not drawn)	-1.8%
COc1cccc(COC(=O)c2ccc3c(=O)n4c(nc3c2)CCC4)c1OC	-14.9%
CN1CCN(S(=O)(=O)c2cccc(C#N)c2)C(c2ccccc2)C1 (stereo not drawn)	14.6%
O=[N+]([O-])c1ccc(/C=N/Nc2ncc(Br)cn2)cc1	9.5%
Cc1nnc(SCC(=O)N(C)c2ccccc2)n1-n1cccc1	0.7%
CCC1(c2ccccc2)NC(=O)N(CC(=O)N(C)CC(=O)Nc2cccc(OC)c2)C1=O (stereo not drawn)	-5.3%
CCN(CC(=O)NCc1cccs1)C(=O)/C=C/c1ccc(OC)c(OC)c1	7.2%
CCC(=O)OCC(=O)C1(OC(=O)CC)[C@H](C)C[C@H]2[C@H]3[C@H]([C@@H](O)C[C@@]21C)[C@@]1(C)C=CC(=O)C=C1C[C@H]3Cl (stereo partly drawn)	-7.1%
O=C(NCCCCNC(=O)c1ccccc1F)c1ccccc1F	5.0%
CCN(C[C@H]1N[C@@](CC)(C(=O)OC)[C@H]2C(=O)N(C)C(=O)[C@@H]12)C(=O)Nc1ccc(F)cc1	0.5%
O=C(NCCS(=O)(=O)NCc1ccc(F)cc1)c1ccc2c(c1)OCO2	8.4%
C=C1CCC(N(O)c2cc(C)on2)C(=C)CCC2C1CC2(C)C (stereo not drawn)	-6.2%
O=C1c2ccccc2NC(c2cccs2)N1O (stereo not drawn)	-4.0%
COc1ccc(S(=O)(=O)N2CCOCC2)cc1NC(=O)Cc1ccc2c(c1)OCCO2	2.2%
O=C(CCC(=O)n1ncc2ccccc21)NCc1ccccc1Cl	5.7%
CCOC(=O)C1CCN(Cc2ccccn2)CC1	0.6%
C[C@H](CO)N1C[C@H](C)[C@@H](CN(C)C(=O)Nc2ccc(C(F)(F)F)cc2)Oc2c(NS(=O)(=O)c3cn(C)cn3)cccc2C1=O	6.1%
Cc1nn(CC(=O)Nc2ccc3c(c2)OCCO3)c(C)c1[N+](=O)[O-]	3.3%
O=C(NCc1ccccn1)c1cccc(S(=O)(=O)Nc2ccccc2Cl)c1	-0.3%
COc1ccccc1N1C(=O)c2cccnc2C1=O	-4.7%
CCN(c1ccccc1)S(=O)(=O)c1ccc2c(c1)OCCO2	7.1%
CS(=O)(=O)c1ccc(-c2sc3ccccc3c2C(=O)NCCCN2CCOCC2)cc1	0.6%
COc1cccc(-c2cc3onc(-c4ccccc4)c3c(=O)n2C)c1	7.6%
Cc1cc(C(=O)N2CCC(C(N)=O)CC2)c(C)o1	5.2%
CCCCOc1ccc(CN2CCSCC2)cc1	0.9%
CCCOc1ccc(-c2c(=O)n(OCC(=O)OCC)c3ccccc3[n+]2[O-])cc1	14.4%
CSCc1c(C(=O)N2CCCc3ccccc32)oc2ccccc12	-17.6%
O=C(CCc1ccccc1)NCCCNC(=O)CCc1ccccc1	-0.9%
C=CCN(C(=O)Nc1ccc(OC)cc1)c1nnc(-c2ccncc2)s1	-1.7%
CCCN1CCN(CCCNC(=O)c2ccc3nc(N4CCCCC4)sc3c2)CC1	-3.8%
Cc1ccccc1N(CC(=O)N1CCCCCC1)S(C)(=O)=O	-5.2%
O=C(NCc1ccncc1)c1ccc(NS(=O)(=O)c2ccc(F)cc2)cc1	-0.5%
CCc1cc2c(-c3ccccc3)cc(=O)oc2cc1OCC(C)=O	-4.3%[2.29 µM]
CCOC(=O)c1cc(CC)sc1NC(=O)COC(=O)c1ccccn1	-1.8%
COCCN(Cc1nnc(-c2cccs2)o1)C(=O)CN1C(=O)NC2(CCCCC2)C1=O	7.6%
COc1ccc(C(=O)COC(=O)c2ccccn2)c(OC)c1	-1.3%
O=C1C=C(c2cccc(Cl)c2)C[C@@H](c2ccc3c(c2)OCO3)C1	-3.7%
CC1(C2CC2)NC(=O)N(CC(=O)Nc2cc(S(=O)(=O)N3CCCCC3)ccc2Cl)C1=O (stereo not drawn)	-2.0%
O=C(c1ccc2ccccc2c1)N1CCN(c2ccccn2)CC1	3.3%
CSc1ccccc1C(=O)OCC(=O)N1CCN(C(C)=O)CC1	-0.2%
COc1cccc(-c2sc3ccc(OC)cc3c2-c2cc(F)cc(OC)c2)c1	25.8%
Cc1ccsc1CN(C)CC(=O)Nc1ccccc1C(=O)NC1CC1	0.7%
